Source: PubChem (Dana-Farber Cancer Institute and Novartis Institutes for BioMedical Research (Cambridge, Mass))
USP30 block – human USP30 deubiquitinase inhibition. Q70CQ3. purified USP30, Ub-rhodamine cleavage fluorescence. inhibition, % at 25 µM. actives 5.3% (n = 47,000). AID 1645860
OTUD3 block – human OTUD3 deubiquitinase inhibition; Q5T2D3; purified OTUD3, Ub-rhodamine fluorescence, 2 h; inhibition, % at 25 µM; actives 0.7% (n = 47,000); AID 1645858
USP28 block – blocks human USP28 ubiquitin-rhodamine cleavage; Q96RU2; purified USP28, Ub-rhodamine cleavage fluorescence, 30 min; inhibition, % at 25 µM; actives 3% (n = 47,000)
Target sequence (Q96RU2 whole entry, looked up): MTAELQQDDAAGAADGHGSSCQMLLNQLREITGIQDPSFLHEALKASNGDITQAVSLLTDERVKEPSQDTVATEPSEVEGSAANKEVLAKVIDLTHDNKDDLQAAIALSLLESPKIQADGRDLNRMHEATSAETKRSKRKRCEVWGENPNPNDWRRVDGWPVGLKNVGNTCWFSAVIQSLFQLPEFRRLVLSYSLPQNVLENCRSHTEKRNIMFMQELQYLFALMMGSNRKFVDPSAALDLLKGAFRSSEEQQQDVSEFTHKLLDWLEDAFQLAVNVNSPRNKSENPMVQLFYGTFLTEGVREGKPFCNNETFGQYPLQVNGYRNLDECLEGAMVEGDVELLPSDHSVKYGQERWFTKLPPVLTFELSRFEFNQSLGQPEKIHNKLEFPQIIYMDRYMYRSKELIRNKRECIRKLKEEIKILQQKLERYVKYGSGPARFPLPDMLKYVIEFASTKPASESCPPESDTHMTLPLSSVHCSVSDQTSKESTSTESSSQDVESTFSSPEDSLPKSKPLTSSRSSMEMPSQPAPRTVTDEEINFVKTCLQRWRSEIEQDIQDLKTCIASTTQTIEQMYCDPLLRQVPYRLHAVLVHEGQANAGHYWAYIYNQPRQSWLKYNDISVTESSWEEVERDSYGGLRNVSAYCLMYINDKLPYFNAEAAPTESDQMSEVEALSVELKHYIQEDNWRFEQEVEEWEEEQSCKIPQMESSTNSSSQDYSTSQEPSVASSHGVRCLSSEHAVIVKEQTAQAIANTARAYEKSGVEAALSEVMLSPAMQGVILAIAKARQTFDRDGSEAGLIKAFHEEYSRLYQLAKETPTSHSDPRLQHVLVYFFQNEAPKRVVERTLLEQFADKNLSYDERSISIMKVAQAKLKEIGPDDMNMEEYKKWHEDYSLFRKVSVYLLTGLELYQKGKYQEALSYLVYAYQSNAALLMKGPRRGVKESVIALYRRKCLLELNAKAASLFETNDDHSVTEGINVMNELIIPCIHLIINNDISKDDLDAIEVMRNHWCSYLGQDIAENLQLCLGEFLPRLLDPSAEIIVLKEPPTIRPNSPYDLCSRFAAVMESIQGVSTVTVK
USP8 block – human USP8 deubiquitinase inhibition. P40818. purified USP8, Ub-rhodamine cleavage fluorescence, 30 min. inhibition, % at 20 µM. actives 4.2% (n = 47,000)
UCHL1 inh – human UCHL1 deubiquitinase inhibition; P09936; purified UCHL1, Ub-rhodamine cleavage fluorescence; inhibition, % at 20 µM; actives 0.2% (n = 47,000)
USP17 block – blocks human USP17 ubiquitin-rhodamine cleavage | A8MUK1 | purified USP17, Ub-rhodamine cleavage fluorescence, 3 h | inhibition, % at 50 µM | actives 6.5% (n = 47,000)
USP7 inh – inhibitors of human USP7 deubiquitinase | purified USP7, Ub-rhodamine cleavage fluorescence | inhibition, % at 20 µM | actives 0.3% (n = 47,000)
USP10 inh – blocks human USP10 ubiquitin-rhodamine cleavage; Q14694; purified USP10, Ub-rhodamine fluorescence, 60 min; inhibition, % at 20 µM; actives 1.1% (n = 47,000)
Starred values were filed as active, the others as inactive; i = inactive; · = not tested or not shown. No stated cut-off is given here; in the data, active means inhibition above about 30%; inactive means the rest.

Results follow in this order: USP30 block	OTUD3 block	USP28 block	USP8 block	UCHL1 inh	USP17 block	USP7 inh	USP10 inh
1: CCn1c(=O)n(Cc2ccccc2C(F)(F)F)c2cncnc21
→ 6.8	10.3	2.1	-0.7	0.0	0.3	-4.9	-0.7
2: CCOc1ccccc1CNC(=O)C1CCCN(c2nc3ccccc3[nH]2)C1 (stereo not drawn)
→ 3.6	10.5	5.5	11.2	5.4	7.3	0.8	-0.1
3: Cc1nc(C2=C(O)CN(c3ccc(S(N)(=O)=O)cc3)C2=N)sc1C
→ -198.6	-14.0	-24.1	-9.5	-3.3	-16.4	-12.4	-4.6
4: O=C(CN1CCOCC1)N1CCN(c2nnc(-c3ccccc3)c3ccccc23)CC1
→ 3.7	0.6	-6.1	-2.0	-3.3	-0.9	-6.7	0.5
5: Cc1nn(CC(=O)N2C[C@@H](c3ccc(F)c(F)c3)[C@@]3(COCCC(=O)N3)C2)c(C)c1C
→ 11.3	1.0	1.5	7.1	-1.2	1.9	-8.7	2.4
6: COc1ccc(N2CCN(c3cc(=O)n(-c4cccc(C(F)(F)F)c4)c(=O)[nH]3)CC2)cc1
→ -0.1	-6.2	-2.3	23.6	-0.2	9.8	0.2	1.1
7: COCCCn1c(C(=O)N(C)c2ccccc2)cc2c(=O)n(C)c(=O)n(C)c21
→ -6.6	-7.2	-10.7	2.2	-1.5	7.3	-0.5	1.5
8: COc1ccc(NCc2nc3ccccc3n2Cc2ccccc2)cc1
→ -30.0	-4.2	9.1	89.9*	3.1	64.4*	-25.0	-3.4
9: c1ccc(-c2cnc([C@@H]3COCCN3C3CCNCC3)[nH]2)cc1
→ ·	5.9	·	4.4	0.7	6.4	1.2	2.3
10: COc1ccc(CCNC(=O)Cn2c(=O)n(-c3cccc(C)c3)c(=O)c3ccccc32)cc1OC
→ 26.4	3.2	12.6	0.7	-2.1	20.1	-3.3	0.6
11: Cc1cc(C)nc(Nc2cc(C)nc(C3CCCN(c4ncccn4)C3)n2)n1 (stereo not drawn)
→ 5.9	-4.7	-2.6	3.7	2.5	-7.9	2.4	0.8
12: Cc1ccccc1CC(=O)Nc1nnc(C2CC2)s1
→ 1.1	-3.2	-2.8	0.2	-2.5	41.3*	-0.1	0.2
13: Cc1ccc(-n2ccc3nc(N4CCc5ccccc5C4)ncc3c2=O)cc1
→ -15.9	-8.9	5.5	7.7	-0.4	4.1	-0.1	4.5
14: CC1CCCN(C(=O)CN2CCC3(CC2)CN(S(C)(=O)=O)Cc2ccccc2O3)C1 (stereo not drawn)
→ -11.6	-0.7	-0.3	-28.3	-0.1	-10.8	0.1	-6.6
15: O=C(COC(=O)CCCc1c[nH]c2ccccc12)Nc1ccc2c(c1)OCO2
→ -22.2	2.0	39.9*	-84.5	3.5	12.0	1.7	-1.8

Following part
Results follow in this order: USP30 block	OTUD3 block	USP28 block	USP8 block	UCHL1 inh	USP17 block	USP7 inh	USP10 inh
16: Cc1ccc(CN2CCC(N3CCN(C(=O)c4snnc4C)CC3=O)CC2)cc1
→ 12.5	15.2	11.6	11.4	2.6	11.5	0.7	-3.9
17: CCC(CO)NC(=O)c1nc2c(s1)CCCN2C(=O)C1CC1 (stereo not drawn)
→ -3.3	0.0	-4.7	8.2	-3.3	5.0	-0.8	-1.9
18: CC(C)C(C(=O)N1CCN(c2ccccc2)CC1)N1Cc2ccccc2C1=O (stereo not drawn)
→ -9.8	-11.3	-10.8	-2.4	-4.8	-3.2	1.0	0.0
19: Cc1cccc(NC(=O)C2(C)Oc3cccnc3N(C(C)C)C2=O)c1 (stereo not drawn)
→ 0.6	3.7	-0.3	-146.7	-0.3	-23.7	1.4	0.4
20: CC(Sc1nnc(-c2ccncc2)o1)C(=O)Nc1ccc(F)cc1 (stereo not drawn)
→ -0.5	-2.2	-5.7	-3.9	0.8	4.1	4.8	-0.3
21: O=C1OC2CC1N(C(=O)COc1ccc(Cl)cc1)C2 (stereo not drawn)
→ -2.1	0.1	-1.7	-18.5	1.3	·	-4.4	0.2
22: Cc1cc(F)ccc1NC(=O)c1cnc2ccccc2n1
→ 10.4	-15.5	-14.4	-269.9	-1.9	-13.1	-2.9	-2.3
23: Cc1ccc(S(=O)(=O)NCC(c2ccc3c(c2)CCN3C)N2CCCCC2)cc1 (stereo not drawn)
→ -21.0	-7.1	-4.6	-2.3	-0.8	-7.6	1.5	1.2
24: COc1cccc(C2CC(=O)Oc3c2c(=O)n(C)c2ccccc32)c1OC (stereo not drawn)
→ -0.8	10.2	8.8	-14.1	0.4	-0.8	-8.0	-2.5
25: O=C(c1nc2c(s1)CCN(c1ncccn1)CC2)N1CCCCC1
→ -28.2	-3.0	1.2	-89.3	-3.0	-20.4	-7.8	-6.6
26: CSc1ncc(C(=O)NC2CC2)c(-c2ccccc2)n1
→ 0.4	1.0	3.7	7.4	0.9	3.9	3.9	0.0
27: Nc1nc(N2CCC3(CC2)OCCO3)ncc1C(=O)NCc1ccccc1F
→ -60.5	-8.7	-12.7	-16.6	-5.2	-30.4	-5.1	-4.6
28: Cc1ccccc1/C=N/NC(=O)C1CCN(Cc2ccc([N+](=O)[O-])cc2)CC1
→ -10.2	-2.0	-13.2	-22.0	-2.3	-10.6	-0.3	0.6
29: O=C(NCc1cccnc1)c1cnn2c3c(cnc12)CCCC3
→ -11.4	0.2	-23.2	-0.1	-2.6	-0.6	-4.3	0.3
30: CC(C)CN1CCC2(CC1)NC(=O)N(C1CCCN(S(=O)(=O)c3ccccc3)C1)C2=O (stereo not drawn)
→ 9.7	7.7	4.3	1.4	1.5	8.7	1.8	0.0

Next section.
Results follow in this order: USP30 block	OTUD3 block	USP28 block	USP8 block	UCHL1 inh	USP17 block	USP7 inh	USP10 inh
31: O=C(Cn1cnc(NC(=O)c2ccccc2)n1)Nc1ccccc1F
→ 29.2	11.7	10.0	16.9	1.5	12.1	4.1	0.1
32: COc1ccc2c(C)c(CC(=O)N[C@@H](Cc3c[nH]c4ccccc34)C(=O)O)c(=O)oc2c1
→ -46.1	-0.2	0.0	13.9	0.1	-7.7	4.5	3.0
33: c1cc(N2CCOCC2)ccc1-c1csc(-c2ccc3c(c2)OCCO3)n1
→ -34.9	12.4	12.2	3.6	1.6	39.8*	-3.2	-4.4
34: CCOC(=O)c1csc(-c2cn(C(C)C)c(=O)n(Cc3ccccc3)c2=O)n1
→ -4.3	-6.8	-10.8	0.0	-0.2	30.0	-0.9	-0.2
35: O=C(NCCC(=O)N1CCC2(CC1)NCCc1[nH]cnc12)c1ccc(-c2ccccc2)cc1
→ 0.5	-3.9	7.6	34.7*	0.0	1.8	-6.1	-1.8
36: CC1=C(C(=O)NCc2ccccc2)C(c2cccc(OCc3ccccc3)c2)n2ncnc2N1 (stereo not drawn)
→ -8.9	4.3	-3.4	-7.1	-2.0	0.0	1.5	11.9
37: Cc1ccc(OCC(=O)Nc2sc3c(c2C#N)CCC(C)C3)c(-n2cnnc2)c1 (stereo not drawn)
→ -13.6	-7.3	-6.9	-21.9	-3.2	-6.4	1.2	0.1
38: O=C(c1ccc(N2CCCC2)nn1)N1CCN(CCc2ccccc2)CC1
→ -46.0	-10.0	-31.5	-39.9	-2.1	-50.4	-1.2	-7.4
39: COc1ccc(CCN2C[C@@]34CN(C(=O)c5ccncc5)C[C@@H](C[C@@H]3S2(=O)=O)O4)cc1
→ -0.1	4.3	2.1	-72.2	1.6	-8.2	1.5	2.5
40: CN1CCN(C(=O)C2CCN(c3nnc(N4CCCCC4=O)s3)CC2)CC1
→ 4.9	5.8	3.1	-11.8	1.6	0.8	4.8	0.0
41: COCC(=O)N1CC[C@@H]2CN(Cc3ccncc3)S(=O)(=O)[C@@H]2CC1
→ 2.6	5.6	5.9	-18.9	0.3	-15.8	5.3	0.6
42: CC12CCC(C1)C(C)(C)C2NC(=O)c1ccc(Cl)cc1 (stereo not drawn)
→ 9.4	4.2	-3.9	-9.3	1.0	-2.0	1.6	4.7
43: CNc1nc(C2CCN(C(=O)CC3C=CCC3)CC2)nc2c1CCNC2 (stereo not drawn)
→ -45.3	-13.0	-16.5	-7.6	-1.8	-22.0	0.1	-3.4
44: O=C(Nc1cccc(N2CCCC2)c1)c1ccccc1SCc1ccccc1
→ -59.3	-56.9	-20.9	-10.4	-4.2	-41.7	1.3	-5.5
45: COCCN1C(=O)c2ccccc2C(C(=O)Nc2ccc(F)cc2)C12CCCC2 (stereo not drawn)
→ -8.3	5.7	-9.8	-0.4	-0.4	-2.5	-20.7	0.4

46. CCN(CC)C(=O)c1nc2c(s1)CCN(C(=O)C(C)C)CC2
47. CN(C(=O)Nc1ccccc1F)c1nc2c(s1)CN(Cc1ccccc1)C2=O
48. CC(=O)Nc1ccc(CN2CCc3nc4ccccc4n3CC2)cc1
49. O=c1c(NCc2ccccc2Cl)nccn1Cc1ccc(F)cc1
50. O=C1CN(C(=O)c2ccc(S(=O)(=O)N3CCOCC3)cc2)C(c2ccccc2)c2cc(F)ccc2N1 (stereo not drawn)
51. Cc1noc(-c2ccc3nnc(CC(=O)Nc4ccc(C)c(F)c4)n3c2)n1
52. O=C(NC1=CC(=O)[C@]2(CO)O[C@@H]2[C@H]1O)c1cccc(Cl)c1O
53. CCCC(=O)Nc1nc2c(s1)CN(S(=O)(=O)c1ccccc1)CC2

Assay by compound,46,47,48,49,50,51,52,53
USP30 block,18.1,-89.7,12.7,30.3*,12.3,-0.5,-8.7,-0.1
OTUD3 block,13.8,-20.0,8.2,26.4,10.5,-2.4,-1.8,4.7
USP28 block,4.3,-31.6,1.7,30.1*,2.4,-9.3,-4.3,2.5
USP8 block,22.8,13.1,18.7,21.3,-2.0,-30.6,1.2,-134.5
UCHL1 inh,0.9,-0.5,0.8,8.3,5.7,-1.7,0.1,4.1
USP17 block,6.4,-30.8,10.6,19.5,-14.3,-2.6,-19.5,-16.6
USP7 inh,1.0,-1.5,3.6,-7.9,2.4,-0.1,-1.4,2.4
USP10 inh,-0.2,-0.5,-2.0,9.1,3.2,-3.4,2.9,0.0

54. CCC(CC)C(=O)Nc1ccc(C(N)=O)cc1
55. CCc1c(C(C)S(=O)(=O)c2ccccc2)[nH]c(=O)n1Cc1ccc(OC)c(OC)c1 (stereo not drawn)
56. COc1cc2c(cc1NS(=O)(=O)c1ccc(C)c(C)c1)oc1ccccc12
57. Cc1cc(C)c(NC(=O)/C=C/c2ccc3ccccc3n2)c(C)c1
58. COc1ccc2nc(-c3ccc(NS(C)(=O)=O)c(C)c3)sc2c1
59. CCC(=O)N1CC(C(=O)NC2CCN(C)CC2)[C@H](c2cccnc2)C1 (stereo partly drawn)
60. O=C(Nc1ccc(F)cc1)C1=CCN(Cc2ccc(F)cc2)CC1
61. COc1ccc(N(C)C(=O)Cc2noc3ccc(C)cc23)c(OC)c1

Assay by compound,54,55,56,57,58,59,60,61
USP30 block,10.9,-2.6,-26.5,-140.2,-62.0,-9.5,-2.4,23.9
OTUD3 block,14.3,0.9,-11.0,-40.0,-16.6,-9.4,-0.7,7.7
USP28 block,16.1,-9.3,-17.9,-58.4,-11.6,-11.5,-6.3,7.7
USP8 block,15.2,18.3,-35.4,17.6,-2.8,-12.9,-4.5,16.6
UCHL1 inh,0.3,0.0,-2.4,-11.2,1.5,1.1,-1.5,0.7
USP17 block,17.4,3.1,-9.6,34.0*,-3.0,-8.0,-18.6,5.6
USP7 inh,3.5,0.9,1.4,-4.0,-6.3,1.3,-56.3,1.7
USP10 inh,-4.3,0.8,-2.5,-4.8,-1.3,1.3,-0.7,0.9

Complete entries as entered above. Order of screens: USP30 block, OTUD3 block, USP28 block, USP8 block, UCHL1 inh, USP17 block, USP7 inh, USP10 inh
COc1ccc(N2CCN(c3cc(=O)n(-c4cccc(C(F)(F)F)c4)c(=O)[nH]3)CC2)cc1 as listed: -0.1, -6.2, -2.3, 23.6, -0.2, 9.8, 0.2, 1.1
O=c1c(NCc2ccccc2Cl)nccn1Cc1ccc(F)cc1 as listed: 30.3*, 26.4, 30.1*, 21.3, 8.3, 19.5, -7.9, 9.1
O=C(c1ccc(N2CCCC2)nn1)N1CCN(CCc2ccccc2)CC1 as listed: -46.0, -10.0, -31.5, -39.9, -2.1, -50.4, -1.2, -7.4

More structures.
62. O=C(NCc1ccccc1Cl)c1nc(CS(=O)(=O)c2ccccc2)no1
63. Cc1cc(C)c2c(N3CCCC3)nc(C(=O)N3CCCC(C)C3)nc2n1 (stereo not drawn)
64. CC(C)(C)c1ccc(/C=C(/C#N)c2nnc3n2CCCCC3)cc1
65. Cn1c(=O)c2ccc(C3CCN(C(=O)C4CCCC4)C3)nc2n(C)c1=O (stereo not drawn)
66. CCc1ccccc1N(CC(=O)NCc1ccncc1)S(C)(=O)=O

Assay by compound,62,63,64,65,66
USP30 block,7.1,i,-3.8,-0.5,18.2
OTUD3 block,8.4,-198.4,-7.1,6.2,4.5
USP28 block,12.5,-234.3,-1.5,4.5,10.5
USP8 block,8.8,-192.1,-249.8,12.4,4.2
UCHL1 inh,0.7,-44.7,-1.7,1.5,2.7
USP17 block,7.5,-138.4,-2.9,10.6,13.7
USP7 inh,1.6,-54.3,-3.7,3.6,4.5
USP10 inh,0.9,-6.3,-3.5,-0.4,0.2
